Screens as filed in PubChem.
Diaphorase inh: diaphorase inhibition or chemical oxidation counter-screen | diaphorase resazurin-to-resorufin fluorescence, NADH, 16 min; bacterial (C. kluyveri) enzyme, not human | inhibition, % at 20 µM | 190,000 tested, 0.69% active | AID 1217;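 active = primary screen inhibition at 20 µM above a set limit, cut at about 50% in these data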;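 note: plate controls were DMSO with full reaction for no effect and wells lacking NADH for full effect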
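controls = No-NADH positive control and DMSO neutral control | system = Clostridium kluyveri diaphorase enzyme | timing = reaction incubation of 16 min at room temperature | signal = resorufin fluorescence 544/590 nm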
FLuc stim CS: affects firefly luciferase, flagging false hits in luciferase stimulation screens. P08659. activation factor at 10 µM. ATPlite luciferase biochemical, luminescence, 10 min; 0 = ATP-free wells, 1 = DMSO control. 200,000 tested, under 10 active. AID 1027;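 active = luciferase activation factor, scaled between plate controls, of at least 2 with compound at 10 µM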
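System: Luciferase/luciferin detection reagent, cell-free biochemical luciferase assay | Medium: PBS buffer for ATP | Dosing: Test compounds dosed from 2 mM stocks in 100% DMSO | Timing: 10 min at ambient temperature | Signal: Luminescence measurement of luciferase light output | Evaluation: Luciferase activation, seen as luminescence increase over controls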
Efa HMGR inh: inhibitors of class II HMG-CoA reductase from Enterococcus faecalis; purified E. faecalis HMGR, NADPH absorbance 340 nm kinetic; inhibition, % at 10 µM; AID 1066; 190,000 tested, 0.41% active;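 active = inhibition above a set limit, the median over all tested compounds plus 3 SD, cut at about 9.5% in these data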;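 note: enzyme runs in reverse so mevalonate oxidation gives rising NADPH absorbance; 0% = complete reaction with DMSO and 100% = background rate lacking mevalonate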
TNAP inh no acc: inhibitors of human TNAP without phosphate acceptor; AID 1012; purified TNAP, CDP-star luminescence, 30 min; inhibition, % at 20 µM; 200,000 tested, 0.26% active; P05186;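 active = tissue-nonspecific alkaline phosphatase inhibition above about 50% at 20 µM in the single-dose screen, limit read from the data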;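 note: 0% = DMSO negative control and 100% = EDTA positive control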
Target sequence (P05186 whole entry, looked up): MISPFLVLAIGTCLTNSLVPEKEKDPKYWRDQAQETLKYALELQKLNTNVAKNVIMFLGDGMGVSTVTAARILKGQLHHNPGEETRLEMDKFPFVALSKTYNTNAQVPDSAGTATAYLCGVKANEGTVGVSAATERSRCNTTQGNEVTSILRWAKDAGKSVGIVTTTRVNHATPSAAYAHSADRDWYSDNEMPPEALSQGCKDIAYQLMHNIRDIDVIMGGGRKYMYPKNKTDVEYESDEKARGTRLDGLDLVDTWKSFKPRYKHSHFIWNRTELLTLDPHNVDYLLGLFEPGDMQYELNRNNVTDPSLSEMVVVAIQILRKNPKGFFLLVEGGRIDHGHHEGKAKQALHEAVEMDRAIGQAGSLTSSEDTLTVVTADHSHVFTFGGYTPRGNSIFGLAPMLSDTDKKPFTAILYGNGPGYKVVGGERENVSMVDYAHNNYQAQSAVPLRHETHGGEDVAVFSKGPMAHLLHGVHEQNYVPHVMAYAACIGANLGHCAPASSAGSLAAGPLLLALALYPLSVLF
Diaph act CS: activates diaphorase or chemically reduces, flagging diaphorase assay artifacts | Diaphorase/resazurin coupled assay, resorufin fluorescence, 16 min; stronger effect = higher value; 1 = vehicle wells, 0 = NADH-free wells | 190,000 tested, 0.005% active | activation factor at 20 µM | AID 1229;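 active = diaphorase activity raised at least twofold by the compound at 20 µM; inactive = activation factor below 2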
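Test system: Clostridium kluyveri diaphorase, purified enzyme; input: enzyme 0.07 U/mL final; buffer or medium: 50 mM HEPES pH 7.4 with 4.542 mM MgCl2, 0.005% Tween 20; also added: 0.114 mM NADH and 0.1 mM resazurin, final amounts; schedule: 16 min enzyme reaction, ambient temperature; technique: fluorescence of resorufin, 544 nm excitation, 590 nm emission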
PMI act: increases human mannose-6-phosphate isomerase activity | 190,000 tested, 0.005% active | purified human PMI, coupled resazurin fluorescence, 20 min; stronger effect = higher value; 1 = vehicle control, 0 substrate-free wells | activation factor at 20 µM | P34949 | AID 1214;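 active = activation factor of 2 or more at 20 µM, relative to plate controls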
Target sequence (P34949 whole entry, looked up): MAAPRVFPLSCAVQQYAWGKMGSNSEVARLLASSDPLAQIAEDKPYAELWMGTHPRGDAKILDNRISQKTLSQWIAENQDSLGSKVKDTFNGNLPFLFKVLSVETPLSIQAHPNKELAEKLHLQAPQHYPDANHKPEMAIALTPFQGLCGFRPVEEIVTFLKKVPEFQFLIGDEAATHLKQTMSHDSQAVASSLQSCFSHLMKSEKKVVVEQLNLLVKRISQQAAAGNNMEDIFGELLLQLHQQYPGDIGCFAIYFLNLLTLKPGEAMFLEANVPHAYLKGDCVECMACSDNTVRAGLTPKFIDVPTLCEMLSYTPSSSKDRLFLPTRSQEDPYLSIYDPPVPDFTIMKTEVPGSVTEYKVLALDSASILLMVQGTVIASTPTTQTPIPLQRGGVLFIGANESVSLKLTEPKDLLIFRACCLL
PMI act satM6P: increases human PMI activity with near-saturating mannose 6-phosphate. AID 1216. coupled PMI enzyme assay, resazurin fluorescence, 20 min; stronger effect = higher value; 1 = untreated enzyme, 0 = substrate-free blank. P34949. activation factor at 20 µM. 190,000 tested, 0.34% active;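 active = activation factor of 2 or more at 20 µM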
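Test system: human phosphomannose isomerase with PGI, G6PDH, diaphorase coupling enzymes; Amount: PMI at 15 ng/mL final; Reagent: Mannose-6-phosphate 1.0 mM (near-saturating) plus 0.22 mM NADP+; Timing: 20 min, room temperature; Technique: resorufin fluorescence at Ex 544/Em 590 nm; Dosing: 20 µM single dose.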
TNAP act hi DEA: increases human TNAP activity under high phosphate acceptor concentration | P05186 | purified TNAP, CDP-star luminescence, 1 M DEA, 30 min; stronger effect = higher value; 0 = EDTA background, 1 = DMSO-only activity | activation factor at 20 µM | 200,000 tested, under 10 active | AID 1136;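 active = activation factor at least 2 at 20 µM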
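Measured by: Luminescent substrate turnover signal | Test system: Human TNAP | Input: TNAP 1/800 final | Dosing: 20 µM single point | Schedule: 30 min, room temperature | Controls: EDTA wells as negative control, DMSO wells as positive control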
G6PDH CS: L. mesenteroides G6PDH inhibition counter-screen; Purified L. mesenteroides G6PDH, diaphorase/resazurin coupled fluorescence, 45 min; inhibition, % at 5 µM; 200,000 tested, 0.12% active; AID 1020; in the data active = inhibition above about 50%
TNAP inh hi DEA: blocks human TNAP under high phosphate acceptor concentration; purified TNAP, CDP-star luminescence, 1 M DEA; P05186; inhibition, % at 20 µM; 200,000 tested, 0.03% active;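 active = over 50% inhibition of tissue-nonspecific alkaline phosphatase at 20 µM in the single-dose screen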;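 note: plate controls were DMSO wells for no effect and EDTA-quenched wells as full inhibition for full effect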
Numbers without * were called inactive.

For COCc1cc(C)nc(SCC(=O)N2CCC(C)CC2)c1C#N the results were Diaphorase inh 6, FLuc stim CS 1, Efa HMGR inh -9, TNAP inh no acc 6, Diaph act CS 0.9, PMI act 1, PMI act satM6P 1.1, TNAP act hi DEA 0.9, G6PDH CS -7 and TNAP inh hi DEA 5.
Screening FC(F)(F)c1ccc(C2Nc3cccc4cccc(c34)N2)cc1 returned Diaphorase inh 14, FLuc stim CS 1, Efa HMGR inh -1, TNAP inh no acc -3, Diaph act CS 0.9, PMI act 1.3, PMI act satM6P 0.8, TNAP act hi DEA 1, G6PDH CS 6 and TNAP inh hi DEA 3.
For Cn1c(N)c(C(=O)COC(=O)c2nc(Cl)ccc2Cl)c(=O)n(C)c1=O the results were Diaphorase inh 0, FLuc stim CS 1.1, Efa HMGR inh -9, TNAP inh no acc -6, Diaph act CS 1, PMI act 1.2, PMI act satM6P 1.1, TNAP act hi DEA 1, G6PDH CS 1 and TNAP inh hi DEA -3.
Screening COC(=O)C1Cc2c([nH]c3ccccc23)CN1 (configuration not stated) returned Diaphorase inh 7, FLuc stim CS 1, Efa HMGR inh -4, TNAP inh no acc -11, Diaph act CS 0.9, PMI act 1, PMI act satM6P 1, TNAP act hi DEA 1, G6PDH CS 7 and TNAP inh hi DEA -3.
O=C(CCC1CCCN(C(=O)c2ccsc2)C1)NCc1ccc(F)c(F)c1 (configuration not stated) was read as Diaphorase inh 18, FLuc stim CS 1.1, Efa HMGR inh 2, TNAP inh no acc -13, Diaph act CS 0.8, PMI act 1, PMI act satM6P 1.1, TNAP act hi DEA 1.1, G6PDH CS 9 and TNAP inh hi DEA -10.
`Cc1ccc(C(=O)O/N=C(\N)c2ccc(Br)cc2)cc1` gave Diaphorase inh 5, FLuc stim CS 0.7, Efa HMGR inh 0, TNAP inh no acc -6, Diaph act CS 0.9, PMI act 0.9, PMI act satM6P 1, TNAP act hi DEA 1, G6PDH CS 0 and TNAP inh hi DEA 0.
O=C(NC1CCCCCC1)C1CCN(C(=O)Cc2ccccc2)CC1 was read as Diaphorase inh 6, FLuc stim CS 1.1, Efa HMGR inh 0, TNAP inh no acc -4, Diaph act CS 0.9, PMI act 1, PMI act satM6P 1, TNAP act hi DEA 1, G6PDH CS 12 and TNAP inh hi DEA -4.
`Cc1ccc(-n2ncc3c(SCC(=O)NNC(=O)c4ccco4)ncnc32)cc1` gave Diaphorase inh 5, FLuc stim CS 1, Efa HMGR inh -8, TNAP inh no acc -99, Diaph act CS 1, PMI act 1, PMI act satM6P 1, TNAP act hi DEA 1.1, G6PDH CS 2 and TNAP inh hi DEA -9.
Screening CC(C)c1ccc(CNc2nc3nc4c(c(=O)n3[nH]2)CCC4)cc1 returned Diaphorase inh 7, FLuc stim CS 1, Efa HMGR inh 5, TNAP inh no acc -15, Diaph act CS 0.9, PMI act 1.1, PMI act satM6P 1, TNAP act hi DEA 1, G6PDH CS 2 and TNAP inh hi DEA 0.
Screening CCOc1ccc(CN(C(=O)c2ccco2)C2CCS(=O)(=O)C2)cc1 (configuration not stated) returned Diaphorase inh 12, FLuc stim CS 1, Efa HMGR inh -3, TNAP inh no acc -7, Diaph act CS 0.9, PMI act 0.9, PMI act satM6P 0.9, TNAP act hi DEA 1, G6PDH CS 3 and TNAP inh hi DEA -2.
CCOC(=O)c1cccc(NC(=O)C2CCN(S(=O)(=O)c3cnc[nH]3)CC2)c1 was read as Diaphorase inh 2, FLuc stim CS 1.1, Efa HMGR inh -8, TNAP inh no acc 17, Diaph act CS 1, PMI act 1.1, PMI act satM6P 1, TNAP act hi DEA 1, G6PDH CS 4 and TNAP inh hi DEA -4.
`CC(Sc1ccccc1)C(=O)Nc1ccc(S(=O)(=O)N2CCOCC2)cc1` (configuration not stated) gave Diaphorase inh 26, FLuc stim CS 1.1, Efa HMGR inh 0, TNAP inh no acc -9, Diaph act CS 0.7, PMI act 0.9, PMI act satM6P 0.9, TNAP act hi DEA 1, G6PDH CS -9 and TNAP inh hi DEA -1.
`COc1ccc(CCNC(=O)c2cc3ccccn3n2)c(OC)c1OC` gave Diaphorase inh 0, FLuc stim CS 1.1, Efa HMGR inh -6, TNAP inh no acc 9, Diaph act CS 1, PMI act 1, PMI act satM6P 1, TNAP act hi DEA 1.1, G6PDH CS 2 and TNAP inh hi DEA -7.
Screening Cc1oc(=O)c(NC(=O)c2ccccc2)cc1C(N)=O returned Diaphorase inh 11, FLuc stim CS 1.1, Efa HMGR inh -3, TNAP inh no acc -2, Diaph act CS 0.9, PMI act 1, PMI act satM6P 0.9, TNAP act hi DEA 1.1, G6PDH CS 3 and TNAP inh hi DEA -7.
`Cc1cc2c3c(c1)C1(C(=O)N3C(C)(C)CC2C)C(C#N)=C(N)OC2=C1C(=O)CC(C)(C)C2` (configuration not stated) gave Diaphorase inh 22, FLuc stim CS 1.1, Efa HMGR inh 0, TNAP inh no acc -7, Diaph act CS 0.8, PMI act 0.9, PMI act satM6P 0.9, TNAP act hi DEA 1, G6PDH CS 10 and TNAP inh hi DEA -3.
COc1ccc(-c2nnc(SCC(=O)Nc3cc(S(=O)(=O)N4CCCCC4)ccc3Cl)n2N)cc1 was read as Diaphorase inh 17, FLuc stim CS 1, Efa HMGR inh -4, TNAP inh no acc -5, Diaph act CS 0.8, PMI act 1, PMI act satM6P 0.9, TNAP act hi DEA 1, G6PDH CS -2 and TNAP inh hi DEA -1.
Screening COc1cccc(C(C2=C(O)CC(C)(C)CC2=O)C2C(=O)CC(C)(C)CC2=O)c1 (configuration not stated) returned Diaphorase inh 5, FLuc stim CS 1.1, Efa HMGR inh -3, TNAP inh no acc 0, Diaph act CS 1, PMI act 1.2, PMI act satM6P 1.2, TNAP act hi DEA 1.1, G6PDH CS 0 and TNAP inh hi DEA -6.
Cc1c(F)cccc1NS(=O)(=O)c1ccc2c(c1)NC(=O)CO2 was read as Diaphorase inh 2, FLuc stim CS 1.1, Efa HMGR inh 1, TNAP inh no acc -12, Diaph act CS 1, PMI act 1.1, PMI act satM6P 1.1, TNAP act hi DEA 1, G6PDH CS 6 and TNAP inh hi DEA 0.
Cc1ccc(SCc2ccc(C(=O)NCc3cccnc3)cc2)cc1 was read as Diaphorase inh 12, FLuc stim CS 1, Efa HMGR inh -2, TNAP inh no acc -16, Diaph act CS 0.9, PMI act 0.8, PMI act satM6P 0.9, TNAP act hi DEA 1, G6PDH CS 6 and TNAP inh hi DEA 3.
Cc1ccnc(N2CCCC(C(=O)Nc3nnc(C)s3)C2)n1 (configuration not stated) was read as Diaphorase inh 8, FLuc stim CS 1, Efa HMGR inh -2, TNAP inh no acc -13, Diaph act CS 0.9, PMI act 1.1, PMI act satM6P 1.1, TNAP act hi DEA 1.1, G6PDH CS 6 and TNAP inh hi DEA -5.

Retrieved by compound from the entries so far (three):
Screening CCOc1ccc(CN(C(=O)c2ccco2)C2CCS(=O)(=O)C2)cc1 (configuration not stated) returned Diaphorase inh 12, FLuc stim CS 1, Efa HMGR inh -3, TNAP inh no acc -7, Diaph act CS 0.9, PMI act 0.9, PMI act satM6P 0.9, TNAP act hi DEA 1, G6PDH CS 3 and TNAP inh hi DEA -2.
Cc1ccc(SCc2ccc(C(=O)NCc3cccnc3)cc2)cc1 was read as Diaphorase inh 12, FLuc stim CS 1, Efa HMGR inh -2, TNAP inh no acc -16, Diaph act CS 0.9, PMI act 0.8, PMI act satM6P 0.9, TNAP act hi DEA 1, G6PDH CS 6 and TNAP inh hi DEA 3.
O=C(NC1CCCCCC1)C1CCN(C(=O)Cc2ccccc2)CC1 was read as Diaphorase inh 6, FLuc stim CS 1.1, Efa HMGR inh 0, TNAP inh no acc -4, Diaph act CS 0.9, PMI act 1, PMI act satM6P 1, TNAP act hi DEA 1, G6PDH CS 12 and TNAP inh hi DEA -4.

(more compounds)
`O=C(Cc1cccs1)N/N=C/C(Br)=C/c1ccccc1` gave Diaphorase inh -2, FLuc stim CS 1, Efa HMGR inh 1, TNAP inh no acc -5, Diaph act CS 1, PMI act 1, PMI act satM6P 1, TNAP act hi DEA 1, G6PDH CS 8 and TNAP inh hi DEA 2.
Screening COC(=O)c1ccc2c(c1)N(C)CCS2 returned Diaphorase inh 8, FLuc stim CS 1.1, Efa HMGR inh 0, TNAP inh no acc -12, Diaph act CS 0.9, PMI act 1.1, PMI act satM6P 1.1, TNAP act hi DEA 1, G6PDH CS -7 and TNAP inh hi DEA -2.
CCCn1c(SCC(=O)Nc2sc(C)c(C)c2C(=O)OC)nc2c1c(=O)n(C)c(=O)n2C was read as Diaphorase inh 16, FLuc stim CS 1, TNAP inh no acc -11, Diaph act CS 0.8, PMI act 0.9, PMI act satM6P 1, TNAP act hi DEA 1, G6PDH CS -1 and TNAP inh hi DEA -1.
For CCCCC1(CC(=O)OCC)C(=O)N(c2ccccc2)N(c2ccccc2)C1=O the results were Diaphorase inh 21, FLuc stim CS 1.1, Efa HMGR inh -2, TNAP inh no acc -14, Diaph act CS 0.8, PMI act 0.8, PMI act satM6P 0.9, TNAP act hi DEA 1, G6PDH CS 8 and TNAP inh hi DEA -3.
C/C(=N\NC(=O)c1c(Br)c(C)nn1C)c1cccc(NC(=O)C2CCC2)c1 was read as Diaphorase inh -2, FLuc stim CS 0.9, Efa HMGR inh -3, TNAP inh no acc 3, Diaph act CS 1, PMI act 1.1, PMI act satM6P 1.1, TNAP act hi DEA 1, G6PDH CS 5 and TNAP inh hi DEA -3.
`COc1ccc(C2C(C#N)=C(N)Oc3cc4c(cc32)OCO4)cc1` (configuration not stated) gave Diaphorase inh 20, FLuc stim CS 1, Efa HMGR inh -5, TNAP inh no acc -8, Diaph act CS 0.8, PMI act 0.8, PMI act satM6P 0.8, TNAP act hi DEA 1, G6PDH CS -21 and TNAP inh hi DEA 1.
Screening CCOC(=O)N1CCC(NC(=O)C2CCN(C(=O)N3CCOc4ccccc43)CC2)CC1 returned Diaphorase inh -2, FLuc stim CS 1, Efa HMGR inh 1, TNAP inh no acc -3, Diaph act CS 1, PMI act 1, PMI act satM6P 0.9, TNAP act hi DEA 1, G6PDH CS 9 and TNAP inh hi DEA 0.
